High-throughput results: PubChem BioAssay, several laboratories
TRPC6 inhibitor – inhibitors of mouse TRPC6 channel; Q61143; HEK293-TRPC6, membrane potential dye, ACh-evoked depolarization; hits give low values; B-score at 10 µM; hit rate 1.1% among 310,000;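 active means B-score under library mean minus 3 SD, initial fluorescence not abnormally high, positive integrated signal ratio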;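 further: B-score derived from integrated fluorescence ratio over the kinetic read; more negative B-score means stronger inhibition of depolarization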
TRPC6 act – activates the mouse TRPC6 cation channel | HEK293-TRPC6 membrane potential dye fluorescence; hits give high values | B-score at 10 µM | AID 2550 | hit rate 0.13% among 310,000 | Q61143;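 active means B-score of the integrated fluorescence ratio above library mean plus 3 SD, and starting fluorescence ratio within library mean plus 5 SD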;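 further: higher score means more depolarization so channel activation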
TRPC4 act – opens the mouse TRPC4 cation channel; Q9QUQ5; HEK293 TRPC4beta/mu-opioid, Fluo4 calcium fluorescence; hits give high values; B-score at 10 µM; hit rate 0.49% among 310,000; AID 2237;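 active means B-score above 5 SD of library B-scores, and initial fluorescence ratio not above library mean plus 5 SD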;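 further: positive B-score marks a calcium rise read as TRPC4 activation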
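system = HEK293 cells stably co-expressing mouse TRPC4beta and mu-opioid receptor | schedule = Fluo4 dye loading 45 min at room temperature, 110 s recording | measure = B-scored integrated calcium fluorescence ratio | signal = Fluo4 calcium-sensitive dye fluorescence, kinetic, 1 Hz baseline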
TRPC4 PAM – allosterically enhances the mouse TRPC4 cation channel; hit rate 0.42% among 310,000; HEK293 TRPC4beta/mu-opioid, DAMGO EC20, Fluo-4 Ca2+ flux; hits give high values; B-score at 10 µM; AID 2227;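 active means B-score of calcium response area above 5 SD of library B-scores, with initial fluorescence ratio within 5 SD of library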;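 further: B-score of integrated fluorescence ratio over time as area under calcium response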
ANO1 block – mouse TMEM16A channel inhibition, primary screen. Q8BHY3. HEK293 TMEM16A/YFP iodide influx fluorescence, ionomycin. normalized B-score (activity score, 25-100; higher = stronger inhibition) at 10 µM. hit rate 1.2% among 310,000;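 active means ratio plate-corrected score three or more library SD toward inhibition, starting fluorescence score within five deviations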;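 further: score derived from kinetic fluorescence span divided by baseline fluorescence per well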
Target sequence (Q8BHY3 whole entry, looked up): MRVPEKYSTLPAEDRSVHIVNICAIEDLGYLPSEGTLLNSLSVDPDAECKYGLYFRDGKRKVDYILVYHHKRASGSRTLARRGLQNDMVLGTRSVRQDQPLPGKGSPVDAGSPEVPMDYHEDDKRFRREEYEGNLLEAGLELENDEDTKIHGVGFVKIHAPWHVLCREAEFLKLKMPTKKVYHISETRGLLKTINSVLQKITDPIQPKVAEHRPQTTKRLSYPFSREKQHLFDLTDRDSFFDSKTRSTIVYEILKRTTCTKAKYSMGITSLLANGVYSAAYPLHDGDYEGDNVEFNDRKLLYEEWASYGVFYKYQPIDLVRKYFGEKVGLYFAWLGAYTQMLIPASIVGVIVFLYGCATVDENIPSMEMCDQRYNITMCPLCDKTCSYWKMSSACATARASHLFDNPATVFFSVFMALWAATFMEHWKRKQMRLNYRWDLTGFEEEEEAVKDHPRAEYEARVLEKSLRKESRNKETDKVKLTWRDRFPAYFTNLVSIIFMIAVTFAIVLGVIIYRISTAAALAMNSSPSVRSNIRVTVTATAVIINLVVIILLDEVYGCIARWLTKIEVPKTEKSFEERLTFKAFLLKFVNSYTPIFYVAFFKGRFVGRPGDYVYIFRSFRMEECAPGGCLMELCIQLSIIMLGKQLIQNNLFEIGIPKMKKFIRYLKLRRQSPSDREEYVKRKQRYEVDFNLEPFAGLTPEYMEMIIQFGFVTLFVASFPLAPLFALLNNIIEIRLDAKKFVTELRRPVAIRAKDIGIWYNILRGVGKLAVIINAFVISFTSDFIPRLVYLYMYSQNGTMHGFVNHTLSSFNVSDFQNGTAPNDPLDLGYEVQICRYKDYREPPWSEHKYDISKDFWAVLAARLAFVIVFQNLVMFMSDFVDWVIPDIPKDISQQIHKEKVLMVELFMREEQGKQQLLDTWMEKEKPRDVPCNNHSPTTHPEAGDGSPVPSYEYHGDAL
MrgX1 antag – antagonists of human MrgX1 receptor. Q96LB2. MRGX1-HEK293 calcium flux, Fluo-4, BAM8-22 antagonism; hits give low values. B-score at 10 µM. hit rate 1.3% among 310,000. AID 588676;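 active means calcium-response B-score plate-corrected more than 3 library SD below zero, starting fluorescence within 5 deviations, no agonist response on first addition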;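 further: peak minus trough fluorescence over baseline after final BAM8-22 challenge near maximal dose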
SKKanGAS inh – inhibitors of SKKanGAS S. pyogenes growth in kanamycin (SK-promoter or general growth effect) | BacTiter-Glo, 6 h | inhibition, % at 7.5 µM | hit rate 1.3% among 300,000 | AID 1662;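 active means mean replicate score, as percent of positive control median, at least 50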;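 further: strain carries kanamycin resistance gene driven by streptokinase promoter and grows in 40 µg/ml kanamycin; loss of luminescence reflects streptokinase promoter inhibition or plain growth inhibition; 0% = median of DMSO wells and 100% = positive control at its reference dose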
MrgX1 allo act – allosterically activates human MrgX1 receptor signaling | B-score at 10 µM | AID 588675 | MrgX1-HEK293, Fluo-4 calcium flux, FDSS; hits give high values | hit rate 0.63% among 310,000;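 active means plate-corrected calcium response at least 3 library SD above typical, normal starting fluorescence, not activating the receptor alone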;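 further: compound read alongside a low EC10 to EC30 dose of BAM8-22 agonist; peak minus trough fluorescence over baseline measured at the second addition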
TRPC4 block – inhibitors of mouse TRPC4 channel | Q9QUQ5 | HEK293 TRPC4beta/mu-opioid, DAMGO-evoked Fluo4 calcium flux; hits give low values | B-score at 10 µM | hit rate 0.39% among 300,000 | AID 2247;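 active means B-score over 3 SD under the library average, no early fluorescence shift, positive overall ratio signal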
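Material: HEK293 cells with stable TRPC4beta plus mu-opioid receptor expression / Probe or stimulus: DAMGO in two steps, submaximal then maximal / Compound: single concentration per test compound / Technique: kinetic Fluo4 fluorescence imaging of calcium influx / Read-out: per-well B score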
MrgX1 ag – agonists of human MrgX1 receptor. hit rate 0.44% among 310,000. AID 588627. B-score at 10 µM. Q96LB2. MrgX1-HEK293 cells, Fluo-4 calcium fluorescence, agonist mode; hits give high values;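 active means calcium response B-score plate-corrected fluorescence ratio at least 3 library SD, with starting fluorescence B-score inside 5 SD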
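Assay system: stable human MrgX1 HEK293 cell line. Quantity: 15,000 cells per well. Schedule: cells plated overnight, dye loaded 0.5 h 37 °C, 0.5 h room temperature. Detection: Fluo-4 NW calcium-flux fluorescence, kinetic read. Read-out basis: peak-minus-minimum fluorescence over baseline, converted to B scores. Control set: positive and negative control wells on each plate.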
TMEM16A act – activates or potentiates the mouse TMEM16A chloride channel; HEK293 TMEM16A/YFP-H148Q/I152L, iodide quench fluorescence; hits give low values; AID 623877; B-score at 10 µM; hit rate 0.3% among 340,000; Q8BHY3;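 active means fluorescence-ratio B-score plate-corrected deviation score at least 3 library SD below zero, with starting fluorescence score within 5 deviations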;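 further: channel opened by trigger with iodide after compound preincubation; score built on the fluorescence ratio of max minus min over baseline; more negative score means more quench and so TMEM16A activation or potentiation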
An asterisk follows results filed as active; i = inactive; · = no result given.

SMILES	TRPC6 inhibitor	TRPC6 act	TRPC4 act	TRPC4 PAM	ANO1 block	MrgX1 antag	SKKanGAS inh	MrgX1 allo act	TRPC4 block	MrgX1 ag	TMEM16A act
CCCC(C)C(=O)Nc1nnc(C)s1 (stereo unspecified)	i	i	i	i	i	i	-10.6	i	i	i	i
CCC(C)NC(=O)CSc1ccc(Cl)cc1 (stereo unspecified)	i	i	i	i	i	i	0.4	i	i	i	i
OCc1n[nH]c(CO)n1	i	i	i	i	i	i	1.3	i	i	i	i
COc1ccccc1CNC(=O)C(CCSC)NC(=O)C1CCC(C)CC1 (stereo unspecified)	i	i	i	i	i	i	8.4	i	i	i	i
Cn1c(SCC(=O)N/N=C/C=C\c2ccccc2[N+](=O)[O-])nc2ccccc21	i	i	i	i	i	i	7.9	i	i	i	i
CCCc1cc(C(=O)N(C2CCCCC2)C2CCCCC2)no1	i	i	i	i	i	i	7.4	i	i	i	i
CCN(CC)CCN(Cc1cc2cc3c(cc2[nH]c1=O)OCO3)C(=S)NCc1ccco1	-5.55*	i	i	i	i	i	-0.4	i	i	i	i
O=C(NCCc1nc2ccccc2[nH]1)Nc1ccccc1	i	i	i	i	i	i	-8.6	i	i	i	i
CCOC(=O)c1cnc2c(cnn2C)c1NCCCN(C)C	i	i	i	i	i	i	-2.1	i	i	i	i
CCOc1ccc(N2Cc3ccccc3C2)cc1	i	i	i	i	i	i	0.4	i	i	i	i
COc1ccc(CCNC(=O)C(=O)NCC2OCCN2S(=O)(=O)c2ccc(Br)cc2)cc1 (stereo unspecified)	i	i	i	i	i	i	-0.5	i	i	i	i
C=CCNC(=O)c1ccc(N(CC=C)S(C)(=O)=O)cc1	i	i	i	i	i	i	1.8	i	i	i	i
CC(=O)N1c2ccc(S(=O)(=O)N3CCCC3C(=O)Nc3ccc(C)cc3)cc2CC1C (stereo unspecified)	i	i	i	i	i	i	1.5	i	i	i	i
Cc1cccc(C)c1NC(=O)CSCC(=O)O	i	i	i	i	i	i	-10.6	i	i	i	i
CC(C)Cn1c(N)c(C(=O)CSc2ccc3c(c2)OCCO3)c(=O)n(C)c1=O	i	i	i	i	i	i	3.3	i	i	i	i
Oc1ccc2c(c1)oc1cc(O)ccc12	i	i	i	i	i	i	-0.3	i	i	i	i
O=C(c1ccc(Br)cc1)N1CCN(S(=O)(=O)c2ccccc2)CC1	i	i	i	i	i	i	-3.8	i	i	i	i
O=C(CSc1ccc(-c2ccc(Cl)cc2)nn1)Nc1ccc2c(c1)OCCO2	i	i	i	i	i	i	2.1	i	i	i	i
Clc1cccc(-c2nnc3n2CCCCC3)c1	i	i	i	i	i	i	1.1	i	i	i	i
NCC(O)COCCC12CC3CC(CC(C3)C1)C2 (stereo unspecified)	i	i	i	i	i	i	5.3	i	i	i	i
CCOc1ccc(S(=O)(=O)N2CCCCC2)cc1NC(=O)C1CSC2(C)CCC(=O)N12 (stereo unspecified)	-8.33*	12.3*	i	i	i	i	-0.1	i	i	i	i
COc1cccc(CNC(=S)NC2CC2)c1	i	i	i	i	i	i	-2.7	i	i	i	i
CN1CCN(C(=S)NCCc2ccccc2)CC1	i	i	i	i	i	i	-5.5	i	i	i	i
O=S(=O)(O/N=C1\CCCc2ccccc21)c1ccccc1	i	i	i	i	i	i	-6.3	i	i	i	i
Cn1c(-c2ccc(F)cc2)cnc1SCC(=O)Nc1ccccc1	i	i	i	i	i	i	2.7	i	i	i	i
COc1ccc(CNC(=O)C[C@H]2C(=O)N(C3CCCCC3)C[C@@H]2Cc2ccccc2)cc1	i	i	i	i	i	i	3.0	i	i	i	i
CCC(C)NC(=O)CSc1nnc(-c2ccc(Cl)cc2)n1N (stereo unspecified)	i	i	i	i	i	i	2.3	i	i	i	i
COc1ccccc1N1CCN(C(=O)CSc2nc(N)cc(=O)[nH]2)CC1	i	i	i	i	i	i	-5.3	i	i	i	i
Clc1cc(Br)ccc1OCCn1ccnc1	i	i	84*	i	i	i	-0.3	i	-6*	i	i
O=C(CSc1nc2ccccc2c(=O)n1NC(=O)c1ccccc1)c1ccccc1	i	i	i	i	i	i	5.2	i	i	i	i
CCOC(=O)C1=C(COC(=O)c2ccccc2OC(F)F)NC(=O)NC1C (stereo unspecified)	i	i	i	i	i	i	10.0	i	i	i	i
CCCOc1ccc(C2C(=O)N(C3CCCCC3)CC(=O)N2CCC)cc1OC (stereo unspecified)	i	i	i	i	i	i	10.7	i	i	i	i
CCOc1ccc(CN2CCN(CCCn3cccn3)CC2CCO)cc1 (stereo unspecified)	i	i	i	i	i	i	-3.8	i	i	i	i
CN(C)S(=O)(=O)c1cccc(-c2csc(N/N=C/c3ccco3)n2)c1	i	i	i	i	i	i	-1.2	i	i	i	i
CC(C)OC(=O)c1c(NS(=O)(=O)c2ccccc2)sc2c1CCCC2	i	i	i	i	100*	i	96.7*	i	i	i	i
CC(=O)Nc1ccc(N2C(=O)CSC2c2ccc([N+](=O)[O-])cc2)cc1 (stereo unspecified)	i	i	i	i	i	i	-6.0	i	i	i	i
CCOC(=O)C(C)NC(=O)Cn1ncc2c(=O)oc3ccc(C)cc3c21 (stereo unspecified)	i	i	i	i	i	i	-3.3	i	i	i	i
CC(=O)NCC(=O)NC(C(=O)Nc1ccc2c(c1)OCCO2)c1ccc(C)cc1 (stereo unspecified)	i	i	i	i	i	i	-1.2	i	i	i	i
CN(C(N)=S)c1ccccc1	i	i	i	i	i	i	2.2	i	i	i	i
O=C(CSc1nc(N2CCOCC2)nc(N2CCOCC2)n1)Nc1ccc(Cl)cc1Cl	i	i	i	i	i	i	-1.4	i	i	i	i
O=C(Cc1ccc(Cl)cc1Cl)OCC(=O)c1ccc[nH]1	i	i	i	i	i	i	-7.2	i	i	i	i
O=C(NCc1nnc(SCC(=O)N2CCN(c3ccccc3)CC2)o1)c1ccc(F)cc1	i	i	i	i	i	i	1.9	i	i	i	i
COc1ccccc1N1CCN(C(=O)CCC(=O)Nc2nnc(CC(C)C)s2)CC1	i	i	i	i	i	i	1.3	i	i	i	i
CCOC(=O)c1ccc(COC(=O)c2ccc3c(c2)-c2ccccc2C3=O)cc1	i	i	i	i	i	i	7.7	i	i	i	i
Cc1ccsc1CNn1cnnc1SCc1ccc(Cl)cc1	i	i	i	i	i	i	-9.6	i	i	i	i
CN=C1SC(CC(=O)Nc2ccc(C(=O)O)cc2)C(=O)N1C (stereo unspecified)	i	i	i	i	i	i	-5.7	i	i	i	i
COc1cccc(OC)c1CN1CCCC(C(=O)c2ccccc2SC)C1 (stereo unspecified)	i	i	i	i	i	i	21.5	i	i	i	i
O=[N+]([O-])c1ccccc1S(=O)(=O)N1CCN(Cc2cc3c(cc2O)OCO3)CC1	i	i	i	i	i	i	1.7	i	i	i	i
CCCCN(CC)CCNC(=O)C1CCN(S(=O)(=O)c2cccc3nsnc23)CC1	i	i	i	i	i	i	2.5	i	i	i	i
COc1ccc(-c2oc3ncnc(NCCCN(C)C)c3c2-c2ccc(OC)cc2)cc1	i	i	i	i	i	i	0.6	i	i	i	i
Remaining list, next part.
SMILES	TRPC6 inhibitor	TRPC6 act	TRPC4 act	TRPC4 PAM	ANO1 block	MrgX1 antag	SKKanGAS inh	MrgX1 allo act	TRPC4 block	MrgX1 ag	TMEM16A act
Clc1ccccc1/C=N/c1cc(-c2ccccc2)nn1-c1ccccc1	i	i	i	i	i	-4.92*	-0.7	i	i	i	i
Fc1ccc(C(c2nnnn2C2CCCC2)N2CCN(Cc3ccccc3)CC2)cc1 (stereo unspecified)	i	i	i	i	·	·	-2.7	·	i	·	i
O=C(O)c1ccc(-n2nc(-c3ccccc3)c3ccccc3c2=O)cc1	i	i	i	i	i	i	-3.3	i	i	i	i
CCOc1cc(/C=N/NC(=O)Cn2nc([N+](=O)[O-])cc2C)cc(Br)c1OCc1ccccc1F	i	i	i	i	i	i	23.3	i	i	i	i
CNC(=S)NCc1ccc(Cl)cc1	i	i	i	i	i	i	-0.4	i	i	i	i
CCCCN(C)C(=O)c1cc2cc3ccc(OC)cc3nc2s1	i	i	i	i	i	i	4.9	i	i	i	i
O=C(/C=C/Sc1ccccc1)c1ccccc1	i	i	i	i	i	i	10.1	i	i	i	i
CN(C)S(=O)(=O)c1cccc(COC(=O)c2ccc3c(c2)OCO3)c1	i	i	i	i	i	i	1.3	i	i	i	i
Cc1ccc(C(c2nnnn2C2CCCCC2)N2CCN3CCCC3C2)cc1 (stereo unspecified)	i	i	i	i	i	i	-1.2	i	i	i	i
Cc1ccccc1N(CC(=O)N1CCc2ccccc2C1)S(C)(=O)=O	i	i	i	i	i	i	-2.6	i	i	i	i
COC(=O)c1c(C(=O)OC)c(-c2ccc(C)cc2)n2c1CCC2	i	i	i	i	i	i	-2.9	i	i	i	i
Cc1ccc(CNC(=O)CCNC(=O)Cn2ccc3ccccc3c2=O)o1	i	i	i	i	i	i	6.9	i	i	i	i
Nc1nnc(SCC(=O)N2CCCCC2)s1	i	i	i	i	i	i	-11.7	i	i	i	i
Cc1nn(-c2ncc(C(F)(F)F)cc2Cl)c(=O)n1-c1ccccc1F	i	i	i	i	i	i	2.0	i	i	i	i
CCN1CCc2c(OCC(=O)N3N=C(c4cccs4)CC3c3ccc(F)cc3)cccc2C1=O (stereo unspecified)	i	i	i	i	i	i	17.7	i	i	i	i
O=C(NNC(=O)c1cccnc1)NC1CCCCC1	i	i	i	i	i	i	1.2	i	i	i	i
CCOC(=O)c1sc(NC(=O)c2cccc(S(=O)(=O)N3CCN(C)CC3)c2)cc1C	i	i	i	i	i	i	1.8	i	i	i	i
Cn1c(=O)n(C)c2cc(S(=O)(=O)NCc3ccccc3)ccc21	i	i	i	i	i	i	-2.7	i	i	i	i
